Assay outcomes as filed in PubChem BioAssay.
KLK5 inh: inhibitors of human kallikrein 5; Q9Y337; inhibition, % at 5 µM; AID 873; 210,000 tested, 0.59% active; recombinant hK5, fluorogenic AMC substrate cleavage;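 active = inhibition of 40% or more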;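 note: 0% = enzyme controls without compound and 100% = no-enzyme blanks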
Target sequence (Q9Y337 67-293 limits assumed): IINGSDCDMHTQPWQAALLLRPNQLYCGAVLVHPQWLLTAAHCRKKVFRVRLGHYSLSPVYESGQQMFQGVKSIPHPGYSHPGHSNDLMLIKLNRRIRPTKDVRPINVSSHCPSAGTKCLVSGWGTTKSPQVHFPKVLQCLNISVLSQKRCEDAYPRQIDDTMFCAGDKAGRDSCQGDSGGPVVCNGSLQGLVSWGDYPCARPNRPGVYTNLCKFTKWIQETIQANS
p97 ATPase inh: inhibitors of human p97 ATPase | 220,000 tested, 0.42% active | AID 1481 | recombinant p97 ATPase, Kinase-Glo ATP luminescence, 3 h | inhibition, % at 8 µM; in the data active = inhibition above about 15%;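 note: 0% = DMSO vehicle and 100% = wells lacking enzyme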
FXIa inh: factor XIa (human) inhibition. 220,000 tested, 0.14% active. inhibition, % at 5 µM. purified FXIa, Boc-Glu-Ala-Arg-AMC fluorogenic substrate. P03951. AID 798;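 active = inhibition of at least 40%; inactive = inhibition below 40%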;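 note: fluorescence of freed AMC excited at 355 nm; 0% = enzyme without compound and 100% = no enzyme blank; many of its hits are not listed in these tables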
Furin inhibitor: blocks human furin protease activity | AID 463115 | 220,000 tested, 0.061% active | P09958 | purified furin, fluorogenic substrate cleavage | inhibition, % at 30 µM; in the data active = inhibition above about 25%; note: inactives centre near -15
Target sequence (P09958 108-714 limits assumed): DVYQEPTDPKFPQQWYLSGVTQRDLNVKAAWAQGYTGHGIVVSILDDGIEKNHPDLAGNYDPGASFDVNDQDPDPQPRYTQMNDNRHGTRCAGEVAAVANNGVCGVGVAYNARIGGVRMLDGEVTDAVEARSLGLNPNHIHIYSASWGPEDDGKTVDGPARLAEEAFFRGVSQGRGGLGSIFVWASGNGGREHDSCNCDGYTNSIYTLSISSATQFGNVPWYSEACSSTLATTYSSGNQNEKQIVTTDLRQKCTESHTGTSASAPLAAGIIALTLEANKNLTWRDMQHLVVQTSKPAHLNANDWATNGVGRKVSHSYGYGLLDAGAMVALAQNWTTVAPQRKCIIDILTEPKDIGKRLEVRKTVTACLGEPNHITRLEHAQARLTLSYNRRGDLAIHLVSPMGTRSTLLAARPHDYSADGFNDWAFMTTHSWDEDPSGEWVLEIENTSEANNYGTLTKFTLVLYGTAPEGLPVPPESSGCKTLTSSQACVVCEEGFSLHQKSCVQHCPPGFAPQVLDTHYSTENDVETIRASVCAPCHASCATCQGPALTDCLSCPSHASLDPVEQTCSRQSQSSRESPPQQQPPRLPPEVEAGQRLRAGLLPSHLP
KCC2 mod: modulators of human KCC2 chloride dependent transport. Q9H2X9. KCC2 cells, thallium flux FluoZin-2 fluorescence. B-score of Tl+ flux slope (higher = more flux/activation; lower = inhibition) at 10 µM. 190,000 tested, 2.2% active;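 active = thallium flux slope and its plate-corrected score both differing from the plate sample mean at a set confidence after two filtering rounds, in either direction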;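 note: slope of fluorescence scaled to starting intensity during 10 to 20 s after thallium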
PERK inhibitor: blocks human PERK kinase; Q9NZJ5; CHO PERK-DD fusion, SEAP luminescence translation reporter; inhibition, % at 5.6 µM; 220,000 tested, 0.17% active; AID 1416;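 active = inhibition above the mean inhibition of all tested compounds plus 3 SD, set separately per screening campaign, cut at about 2.9% in these data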;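 note: PERK kinase domain activated by AP20187 dimerizer at 100 nM; 0% = DMSO with dimerizer and 100% = rapamycin at 8.4 µM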
Wee1 degr inh: human Wee1 degradation inhibition, primary screen. HeLa Luc-Wee1K328M stability, luciferase luminescence; 100% = proteasome inhibitor MG132 effect. reporter increase, % at 5 µM. 220,000 tested, 1.2% active. AID 1321. P30291;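 active = activation above the mean of all tested compounds plus 3 SD, set per screening run, cut at about 8.8% in these data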;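 note: cells exposed to compound for 20 h before luminescence read; 0% = DMSO alone and 100% = MG132 at 30 µM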
FXIIa inh 1536: inhibitors of human coagulation factor XIIa; inhibition, % at 5 µM; P00748; AID 800; purified FXIIa, Boc-QGR-AMC fluorogenic substrate, 2 h; 220,000 tested, 0.3% active; in the data active = inhibition above about 40%;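 note: 0% = enzyme with no compound and 100% = blank without enzyme; many of its hits are not listed in these tables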
Thrombin inh: blocks human thrombin protease activity | alpha-thrombin, Boc-VPR-AMC fluorogenic substrate cleavage | inhibition, % at 5 µM | 220,000 tested, 0.26% active;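 active = inhibition at or above 40%; inactive = inhibition below 40%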;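 note: 0% = enzyme with no compound and 100% = wells without enzyme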
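Material: human alpha-thrombin protein. Incubation: reaction at ambient temperature. Technique: fluorescence of released AMC, ex 355 nm, em 460 nm. Control set: no-compound enzyme wells and no-enzyme blanks. Also added: Boc-VPR-AMC substrate, 15 µM final. Buffer or medium: pH 7.5 Tris (50 mM) with NaCl 150 mM, Tween 20 0.05%.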
Starred values were filed as active, the others as inactive; . = no result given; [ ] = another dose, or the depositor's remark. Compounds were not picked by outcome; about 4.4% have a hit in one of these screens.

item	KLK5 inh	p97 ATPase inh	FXIa inh	Furin inhibitor	KCC2 mod	PERK inhibitor	Wee1 degr inh	FXIIa inh 1536	SMILES	Thrombin inh
1	4.7	-4.0	3.3	-26.6[20 µM]	-0.672	-1.5	0.8	16.9	CC1CCCCN1C(=O)Cn1cc(/C=C2/C(=O)Nc3ccccc32)c2ccccc21 (centres undefined)	4.5
2	-2.6	-1.7	-3.8	-9.7[20 µM]	0.492	0.1	7.3	3.8	CCCN1C(=O)SC(CC(=O)Nc2ccc(C)cc2)C1=O (centres undefined)	-0.6
3	4.2	-4.2	-6.4	-22.4	0.195	0.6	-1.4	9.4	Cc1nn(S(=O)(=O)c2cccs2)c(C)c1Sc1ccccc1	-5.0
4	-0.1	3.4	5.1	-21.7	-0.412	2.3	0.1	17.4	O=C(OCc1cc(=O)n2cc(Br)ccc2n1)C1COc2ccccc2O1 (centres undefined)	2.1
5	-10.1	-0.1	7.0	-36.4	.	-0.1	-1.7	16.2	Cn1c(C(=O)NCCN2CCOCC2)cc2c(=O)n(C)c3ccccc3c21	-2.8
6	-24.5	6.4	2.1	-12.9	-0.944	0.1	2.9	5.1	Cc1cccc(NC(=S)NCCc2c[nH]c3ccccc23)c1	-8.3
7	-2.4	2.5	-2.0	-15.4	-0.534	0.0	2.5	0.1	COc1ccc(-c2noc(-c3ccc(Br)o3)n2)cc1	-5.8
8	-5.0	5.4	-1.8	-27.9	-0.000728	1.5	6.2	-1.0	CCOc1ccc(N(CC(=O)NCCc2ccc(Cl)cc2)S(=O)(=O)c2c(C)[nH]c(=O)[nH]c2=O)cc1	-12.8
9	19.4	2.1	9.5	-18.8[20 µM]	-0.572	0.4	-1.9	22.2	CC(=O)c1ccc(OC(=O)c2cccs2)cc1	4.1
10	-29.1	5.1	-1.7	-17.0	-0.597	1.8	-0.2	4.6	CC(C)(C)c1ccc(-c2nnc3sc(-c4ccccn4)nn23)cc1	-7.8
11	-6.6	-2.8	-5.9	1.9	-0.379	-0.3	3.7	1.8	O=C(CSc1cccc[n+]1[O-])Nc1cc(S(=O)(=O)N2CCOCC2)ccc1Cl	-7.3
12	-20.9	-7.6	9.1	-15.6	0.334	0.8	0.9	8.1	Cn1cccc1/C=N/NC(=O)c1ccn[nH]1	-5.2

Looked up above.
`CC(=O)c1ccc(OC(=O)c2cccs2)cc1` – p97 ATPase inh: 2.1
`Cn1cccc1/C=N/NC(=O)c1ccn[nH]1` – Wee1 degr inh: 0.9

(next part)
item	KLK5 inh	p97 ATPase inh	FXIa inh	Furin inhibitor	KCC2 mod	PERK inhibitor	Wee1 degr inh	FXIIa inh 1536	SMILES	Thrombin inh
13	-9.5	0.7	-1.5	-15.2	-0.531	-1.5	-1.1	4.9	CCOc1ccc(S(=O)(=O)N2CCN(c3ccccc3F)CC2)c2cccnc12	-2.6
14	-3.6	1.4	0.1	-24.7	-0.156	0.5	0.9	1.3	Cc1nc2ccccc2nc(C)c1=NOCc1cccc(Cl)c1	2.5
15	-3.3	1.4	10.1	-23.5	0.538	0.8	0.3	10.4	CCN1CCN(C(=O)c2oc(=O)c3ccccc3c2-c2ccc(C)cc2)CC1	0.9
16	-3.4	3.2	12.2	-19.0	0.885	0.3	7.1	7.5	COc1ccc(C(=O)NNC(=O)CCC(=O)Nc2cc(C)on2)cc1	1.2
17	1.6	-3.5	10.7	-12.3	.	-0.1	-1.5	8.6	CC(C)CN1C(=O)C(=O)N(CC(=O)Nc2cc(Cl)ccc2Oc2ccccc2)C1=O	-1.2
18	-0.4	0.9	-1.8	-17.0	0.507	0.7	-3.2	9.4	O=C(O)CCNS(=O)(=O)c1cccc(Br)c1	0.0
19	2.8	5.2	34.4	-33.4	0.39	-0.1	1.4	57.5*	COc1ccc(C2C(C(=O)O)c3ccccc3C(=O)N2C)cc1Br (centres undefined)	1.0
20	-16.6	0.7	3.4	-25.7[20 µM]	.	0.0	-0.3	2.9	Cc1nn(Cc2ccc(Cl)cc2Cl)c(Cl)c1/C=C/C(=O)OCC(=O)NCC(F)(F)F	-2.8
21	-4.1	3.7	-6.3	-15.0	.	0.3	5.1	0.6	O=CN1CCN(C(C(=O)NC2CCCCC2)c2cc3c(cc2[N+](=O)[O-])OCO3)CC1 (centres undefined)	-5.2
22	-10.0	3.5	-4.8	-21.8	-0.153	1.1	5.7	2.4	Cc1ccc(C(=O)NCc2cccnc2)cc1S(=O)(=O)Nc1ccccc1	-1.6
23	6.8	-5.5	-7.9	-12.0[20 µM]	.	0.4	-1.1	-5.6	CCOC(=O)c1ccccc1OCc1cc(/C=N/n2cncn2)ccc1OC	-6.9
24	-7.5	2.0	0.6	-14.9	0.581	0.2	-1.6	4.4	CC(=O)c1c(C)[nH]c(C(=O)OCc2c(F)cccc2Cl)c1C	-2.5

Some entries already given with just FXIa inh, p97 ATPase inh and Thrombin inh:
no.	Molecule	FXIa inh	p97 ATPase inh	Thrombin inh
19	COc1ccc(C2C(C(=O)O)c3ccccc3C(=O)N2C)cc1Br (centres undefined)	34.4	5.2	1.0
20	Cc1nn(Cc2ccc(Cl)cc2Cl)c(Cl)c1/C=C/C(=O)OCC(=O)NCC(F)(F)F	3.4	0.7	-2.8
21	O=CN1CCN(C(C(=O)NC2CCCCC2)c2cc3c(cc2[N+](=O)[O-])OCO3)CC1 (centres undefined)	-6.3	3.7	-5.2

More records
item	KLK5 inh	p97 ATPase inh	FXIa inh	Furin inhibitor	KCC2 mod	PERK inhibitor	Wee1 degr inh	FXIIa inh 1536	SMILES	Thrombin inh
25	-4.3	3.8	2.5	-15.0	.	1.5	-0.5	19.1	Cc1n[nH]c(C)c1S(=O)(=O)N1CCC(C(=O)O)CC1	5.0
26	-12.5	0.0	0.4	-2.6	-0.386	-0.4	2.2	10.3	O=C(CCN1CCN(Cc2ccccc2)CC1)NNC(=O)Cc1ccc(Cl)c(Cl)c1	-8.7
27	7.7	1.5	7.9	-26.3	-1.28	-1.0	5.5	19.3	COc1ccc(OC)c(NC(=O)CSc2nnc(CNc3ccc(F)cc3)o2)c1	3.7
28	16.5	3.8	17.6	-22.8	-1.13	-0.1	-0.6	29.8	O=C(CC1CCCCC1)NCCCN1CCOCC1	32.9
29	-22.0	4.9	-3.1	-18.6	0.254	0.4	-1.5	10.0	Cc1c(NC(=O)Nc2ccc(Cl)c(Cl)c2)c(=O)n(-c2ccccc2)n1C	-0.8
30	3.2	0.5	4.5	-14.8	.	2.3	-1.9	11.2	Fc1ccc(-c2nnc(CSc3nnc(-c4ccc5c(c4)OCO5)o3)o2)cc1	-1.1
31	-20.9	-5.9	-6.2	-1.6[20 µM]	0.648	0.1	-2.4	-5.3	COc1ccccc1NC(=O)CC1C(=O)NCCN1C(=O)Nc1ccccc1 (centres undefined)	-6.2
32	0.2	-0.3	-5.9	-29.4	-2.14	-1.2	-3.3	-3.9	CCOC(=O)c1cccc(NC(=O)CSc2nnc(-c3ccoc3C)n2CC)c1	-8.9
33	11.7	0.7	9.1	-26.0	0.443	1.3	3.6	20.7	COc1ccc(CCC(C)Nc2ccc(F)cc2)cc1 (centres undefined)	2.2
34	-12.3	3.6	7.0	-12.5	0.124	1.6	-0.2	9.0	COc1ccc(/C=N/N2CCOCC2)cc1O	-3.0
35	-14.8	5.0	-2.5	-17.0[20 µM]	-0.673	0.7	-1.4	2.5	CCOC(=O)N1CCN(C(=O)CS(=O)(=O)c2cn(Cc3cccc(F)c3)c3ccccc23)CC1	-7.8
36	-4.0	.	-5.6	-22.7	0.847	.	.	0.7	NCCCC[C@H]1CN=C(N)N1CCC12CC3CC(CC(C3)C1)C2	-10.4
37	-18.2	2.4	7.1	-13.8	-0.682	-0.9	5.2	7.8	COc1ccccc1C(c1nnnn1Cc1ccccc1)N1CCN(c2nc3ccccc3s2)CC1 (centres undefined)	3.9
38	-10.5	-3.7	-6.0	-9.9	-0.49	0.1	-1.8	-0.6	O=C(CCc1ccccc1)Nc1nn[nH]n1	-10.1
39	10.6	-1.6	-1.7	-9.8[20 µM]	1.27	0.4	0.4	16.9	Nc1nc(NC(=O)c2cccs2)nn1-c1ccccc1	-2.8
40	-1.4	4.8	-2.0	-30.7	0.997	0.9	-3.5	3.0	O=S(=O)(c1ccccc1Cl)N1CCC(O)(c2cccnc2)CC1	-6.5
41	-12.5	1.3	-6.8	0.2	-1.56	-1.0	4.8	-1.2	CCOC(=O)c1ccc(NNC(C)=O)c([N+](=O)[O-])c1	-2.6
42	-4.5	4.8	5.4	-24.6	-0.828	0.6	8.4	17.7	CC(C)C1COC(c2cccc3ccccc23)=N1 (centres undefined)	3.1
43	.	-1.8	.	-0.4	-0.705	1.5	-0.8	.	O=C(C1CC(=O)N(C2CCCC2)C1)N1CCN(c2ccc(F)cc2)CC1 (centres undefined)	.
44	2.0	-2.3	0.7	-14.8	-0.1	2.2	1.6	11.7	C(=C\c1ccccn1)/c1ccncc1	-0.9
45	6.5	4.3	4.2	-20.7	0.147	0.7	3.5	12.2	CCc1ccc2c(c1)C1(C(=O)N2)N2CCCC2C(C(=O)c2ccc3ccccc3c2)C12C(=O)Nc1ccccc12 (centres undefined)	-2.0
46	-1.9	-0.9	19.8	-15.2[20 µM]	0.578	-0.2	3.4	31.5	O=C(NCc1ccccc1)C(c1ccc(F)cc1)N(Cc1ccco1)C(=O)c1ccccn1 (centres undefined)	5.9
47	13.3	2.4	10.2	-18.1	.	1.7	-1.9	18.4	NC(=O)CC1(CC(=O)O)CCCCC1	2.1
48	4.2	-0.9	3.4	-26.1[20 µM]	.	-0.6	-2.1	12.1	COc1ccc(OC)c(-n2nnnc2SCC(=O)NCc2ccc3c(c2)OCO3)c1	0.2
49	-0.2	-6.4	1.0	7.1	-1.19	1.3	0.7	5.1	Cc1nc(SCc2cccc(F)c2)[nH]c(=O)c1C#N	-2.9
50	-4.0	-6.3	-8.1	-11.6	0.994	-0.5	-1.3	3.0	COc1ccc(Nc2oc(-c3ccccc3F)nc2C#N)cc1	-3.3
51	1.3	0.4	4.6	-16.0[20 µM]	0.6	-0.1	-3.0	18.3	Cc1cc(C)nc(N(C#N)S(=O)(=O)c2ccc(Br)cc2)n1	5.7
52	5.4	0.1	11.9	-21.3[20 µM]	0	-0.7	0.9	13.9	Cc1nn(C(C)C(=O)Nc2ccc(Cl)cn2)c(C)c1[N+](=O)[O-] (centres undefined)	3.9
53	18.6	-0.2	-2.7	-4.9[20 µM]	0.131	0.1	3.1	17.4	O=C(CNC(=O)Cn1ccc2ccccc2c1=O)NCCCN1CCN(c2cccc(Cl)c2)CC1	7.3
54	-5.7	2.4	-4.0	-10.8	-0.992	0.9	-2.5	2.0	CC(NCc1cccc(S(=O)(=O)N(C)C)c1)c1ccc(F)cc1 (centres undefined)	-1.2
